# esBAF inh = Bmi1 luciferase reporter increase in mESCs, primary screen, esBAF inhibitor project, mouse ES cells, Bmi1 luciferase knock-in, single point. 24 h; 100% = twice the neutral-well signal. reporter increase, % at 12.5 µM. hit rate 2% among 350,000; in the data active = activation above about 40%;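 also: 0% = median of the plate's neutral control wells and 100% = double that signal; a rise in the Bmi1 reporter signal indicates esBAF inhibition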
# E-selectin induc = E-selectin induction in HUVECs, primary screen, imaging, HUVEC, immunofluorescence imaging, single point | activation, % at 7.58 µM | P16581 | normalized: neutral wells 0, TNF-alpha wells 100 | AID 686992, 2013 | hit rate 0.37% among 260,000;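 active = mean E-selectin-positive cell signal at least 10% of the positive control, reached in at least 60% of replicates, without over 20% cell loss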;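 also: in these data hits start at about 27%; measured in HUVEC primary endothelial cells; signal is the percent of cells scored E-selectin positive by PE staining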
#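 System: HUVEC, human umbilical vein endothelial cells; quantity: 3,000 cells/well; buffer or medium: EGM-2 medium, gelatin-coated wells; dosing: single-point compound dose; detection: immunofluorescence imaging; evaluation: % PE-positive cells; benchmarks: TNF-alpha, DMSO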
# RAD52 anneal inh = RAD52 DNA annealing inhibitors, primary screen, biochemical, FRET, single point, set 2; DNA repair protein RAD52 homolog (Homo sapiens), P43351; recombinant RAD52 DNA annealing, FRET fluorescence; inhibition, % at 18.7 µM; hit rate 0.46% among 360,000; AID 651710, 2012;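 active = every replicate showing at least 50% inhibition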
# EWS-Fli inh = EWS/Fli-driven NR0B1 reporter inhibitors, primary screen, A673 cells, NR0B1 luciferase, luminescence, MLPCN library | viability-normalised | inhibition, % at 12.6 µM | hit rate 0.67% among 350,000 | AID 651661, 2012;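 active = mean inhibition of at least 50% after viability correction, with every replicate also passing that limit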;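 also: firefly luciferase signal divided by Alamar Blue viability fluorescence both relative to DMSO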
# RAD54 inh = inhibitors of human RAD54 branch migration, primary screen, biochemical, fluorescence, single point; inhibition, % at 10.4 µM; hit rate 0.14% among 360,000; DNA repair and recombination protein RAD54-like (Homo sapiens), Q92698; RAD54 Holliday junction branch migration, FAM/BHQ fluorescence;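 active = mean normalized replicate activity at least 40 and at least half of replicates scoring 40 or more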;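 also: 0% = median of neutral control wells and 100% = median of positive control wells; inhibitors cause a drop in the FAM fluorescence signal; in these data hits start at about 50%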
# Target sequence (Q92698 whole entry, looked up): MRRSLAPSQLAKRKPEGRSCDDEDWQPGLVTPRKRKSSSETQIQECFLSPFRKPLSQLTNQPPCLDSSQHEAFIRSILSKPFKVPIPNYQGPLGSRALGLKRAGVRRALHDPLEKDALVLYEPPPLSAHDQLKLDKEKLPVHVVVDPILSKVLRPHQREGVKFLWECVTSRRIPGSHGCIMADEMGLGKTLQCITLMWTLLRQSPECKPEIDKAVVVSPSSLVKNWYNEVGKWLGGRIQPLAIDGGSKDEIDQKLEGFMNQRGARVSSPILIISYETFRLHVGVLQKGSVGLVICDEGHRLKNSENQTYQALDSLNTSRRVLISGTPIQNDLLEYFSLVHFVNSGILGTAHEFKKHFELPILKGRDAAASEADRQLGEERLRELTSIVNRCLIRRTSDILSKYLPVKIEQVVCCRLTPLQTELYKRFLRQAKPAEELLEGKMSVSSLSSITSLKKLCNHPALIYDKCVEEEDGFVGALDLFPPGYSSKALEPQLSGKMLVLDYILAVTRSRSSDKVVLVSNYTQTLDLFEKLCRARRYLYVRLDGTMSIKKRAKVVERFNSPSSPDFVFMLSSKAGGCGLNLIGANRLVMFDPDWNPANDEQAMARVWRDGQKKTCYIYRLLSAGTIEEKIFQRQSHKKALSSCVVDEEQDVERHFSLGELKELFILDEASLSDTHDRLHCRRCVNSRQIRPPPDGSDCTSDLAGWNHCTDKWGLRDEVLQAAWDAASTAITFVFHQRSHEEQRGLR
# S100A4 inh HTS = inhibitors of S100A4-myosin IIA peptide binding, primary screen, biochemical, fluorescence polarization, TAMRA-MyoIIA peptide. Protein S100-A4 (Homo sapiens), P26447. inhibition, % at 10.7 µM. hit rate 0.14% among 360,000;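 active = mean inhibition of at least 70% across replicates, with every replicate also reaching that level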
# Target sequence (P26447 whole entry, looked up): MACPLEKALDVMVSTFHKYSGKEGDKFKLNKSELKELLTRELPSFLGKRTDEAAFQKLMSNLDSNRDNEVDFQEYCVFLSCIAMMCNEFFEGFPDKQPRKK
#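 Material: S100A4 monomer protein | Medium: HEPES pH 7.2 with CaCl2, KCl, NaCl, DTT, Triton | Reagent: Labelled myosin peptide probe, 5 nM | Doses: One dose per compound | Times: 5 min incubation before reading | Benchmarks: Neutral control DMSO, positive control TFP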
# XiGFP reactiv = activators of inactive X chromosome reactivation, primary screen, imaging, XiGFP fibroblasts, GFP high-content imaging, set 2. XiGFP mouse fibroblasts, % GFP-positive cells imaging, 3 d; cells co-treated with 5-aza-dC sensitizer; scaled so ellipticine positive control = 100%. activation, % at 7.58 µM. hit rate 0.055% among 360,000. AID 743238, 2013;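 active = mean normalized replicate activation at least 10% and every replicate at or above 10%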;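 also: 0% = median of on-plate neutral control wells and 100% = ellipticine 6 µM median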
#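 Material: SV40-immortalized XiGFP fibroblast cells, line 68-5-11 | Buffer or medium: DMEM containing 5-aza-dC | Dosing: One concentration, pinned | Times: 3 d treatment, 15 min room-temperature fixation | Controls: Ellipticine 6 µM positive control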
# FN deposit inh = inhibitors of fibronectin matrix deposition, primary screen, AH1F cells, Alexa488-fibronectin fluorescence, plate reader. hit rate 0.086% among 350,000. AID 743247, 2014. AH1F fibroblasts, overnight. inhibition, % at 12.6 µM;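 active = mean inhibition across replicates of 30% or more, regardless of how many single replicates reach that level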;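 also: positive control wells lacked labelled fibronectin entirely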
#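 Assay system: AH1F fibroblasts assembling fluorescent fibronectin matrix; Amount: 10000 AH1F cells per well; Buffer or medium: DMEM, 2% serum; Probe or stimulus: Alexa488-fibronectin, 24 nM final in well; Doses: single compound dose, delivered by pin transfer; Incubation: 1 h adhesion, overnight exposure; Measured by: fluorescence 485/525 nm; Read-out: fibronectin deposition inhibition.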
# An asterisk follows results filed as active; x = no result given. The order is random; overall some 3% were active at least once.
SMILES,esBAF inh,E-selectin induc,RAD52 anneal inh,EWS-Fli inh,RAD54 inh,S100A4 inh HTS,XiGFP reactiv,FN deposit inh
O=C(CCNS(=O)(=O)c1cccc(C(F)(F)F)c1)NC1CC1,-5,-1.2,-3,-2,-4,1,-0.3,-3
Cc1ccc(CS(=O)(=O)c2ncn[nH]2)cc1,-11,4.6,-8,5,-1,-11,0.8,3
CN1C(=O)c2cc(NC(=O)NC3CCCC3)ccc2OC[C@@H]2O[C@H](CC(=O)NC3CCC3)CC[C@H]21,-4,0.2,12,-3,4,-8,0.0,-15
Cc1ccc(S(=O)(=O)N(CC(=O)N(C(C)C)C(C)C)C(=O)N2CCN(C)CC2)cc1,-7,x,-5,0,7,-3,0.0,-3
CCCNC(=O)COC(=O)c1ccc(N2CCCC2)c([N+](=O)[O-])c1,x,x,-4,-17,x,1,0.3,5
Cc1ccc(NC(=O)NCCN2CCN(c3ccccc3)CC2)cc1Cl,-6,x,-1,13,1,7,0.1,5
CC[C@]12c3[nH]c4ccccc4c3CCN1C(=O)C(CC(=O)NC/C=C(\C)CCC=C(C)C)C[C@@H]2C(=O)N1CCN(C(=O)C2CC2)CC1 (stereo not given in full),4,-0.1,-13,-4,-7,5,0.2,5
Cn1cc(Cl)c(-c2n[nH]c(=S)n2C2CCCCC2)n1,x,-0.2,-18,8,x,1,0.3,-2
Cc1cc(C)cc(NC(=O)c2cccc(NC3=NC4CS(=O)(=O)CC4S3)c2)c1 (stereo not given),-3,0.7,-3,1,9,-3,0.0,0
O=C(Cc1ccccc1)N1O[C@H]2C=C[C@@H]1CC2,7,1.2,-1,3,0,1,0.0,-2

# Complete entries from above. Order of screens: esBAF inh, E-selectin induc, RAD52 anneal inh, EWS-Fli inh, RAD54 inh, S100A4 inh HTS, XiGFP reactiv, FN deposit inh
# Shown for Cn1cc(Cl)c(-c2n[nH]c(=S)n2C2CCCCC2)n1 : x, -0.2, -18, 8, x, 1, 0.3, -2
# Shown for CCCNC(=O)COC(=O)c1ccc(N2CCCC2)c([N+](=O)[O-])c1 : x, x, -4, -17, x, 1, 0.3, 5
# Shown for Cc1ccc(CS(=O)(=O)c2ncn[nH]2)cc1 : -11, 4.6, -8, 5, -1, -11, 0.8, 3
# Shown for O=C(CCNS(=O)(=O)c1cccc(C(F)(F)F)c1)NC1CC1 : -5, -1.2, -3, -2, -4, 1, -0.3, -3

# The list continues.
SMILES,esBAF inh,E-selectin induc,RAD52 anneal inh,EWS-Fli inh,RAD54 inh,S100A4 inh HTS,XiGFP reactiv,FN deposit inh
Cc1ccccc1OCCSc1nc(N(C)C)nc(N(C)C)n1,x,x,-10,16,x,-2,0.3,3
C[C@H]1CN([C@@H](C)CO)C(=O)c2cccc(NC(=O)NC3CCCCC3)c2O[C@@H]1CN(C)Cc1ccc(C(F)(F)F)cc1,0,-0.1,27,4,2,-6,0.1,-13
COCC#Cc1ccc([C@@H]2[C@H](CO)N3CCCCN(C(=O)CN(C)C)C[C@@H]23)cc1,x,1.1,29,-8,2,-9,0.2,x
CCOC(=O)C1CCN(C(=O)C2CCCN2S(=O)(=O)c2ccc(Cl)cc2)CC1 (stereo not given),-2,x,-5,x,5,-4,0.0,-3
C[C@@H]1CN([C@H](C)CO)C(=O)c2cccc(NS(=O)(=O)c3ccc(F)cc3)c2O[C@@H]1CN(C)S(=O)(=O)c1cccs1,-1,36*,-4,-6,-4,-7,0.0,-12
O=C(Cc1ccc(-c2ccccc2)cc1)NCc1cccnc1,x,1.5,-20,43,x,-6,0.5,14
COc1ccc(NC(=O)COc2ccc(N(C)S(=O)(=O)c3ccc(Cl)cc3)cc2)cc1,0,x,-11,7,1,-5,-0.2,-5
O=C(COc1ccc(Cl)cc1Cl)NNC(=S)NC(=O)c1ccco1,-1,-0.1,-12,10,0,-2,0.1,2
CCc1ccc(C(=O)NNC(=O)c2cccc(N3C(=O)CCC3=O)c2)cc1,-5,-2.4,-8,5,x,-2,0.1,11
O=C(NC(=S)Nc1cccc(NC(=O)c2ccccc2Cl)c1)c1cccs1,0,1.7,-23,-6,-5,-15,-0.1,2
COc1ccc(CCNC(=O)C2CCN(S(=O)(=O)c3ccc4nc5c(c(C(=O)O)c4c3)CCCC5)CC2)cc1OC,-9,x,-12,x,7,-4,0.0,-15
CN(C)Cc1cn(CC[C@@H]2CC[C@H](NS(=O)(=O)c3ccc(-c4ccccc4)cc3)[C@H](CO)O2)nn1,3,0.1,11,-1,4,5,0.1,-4
COC(=O)[C@H](Cc1ccc(O)cc1)NC(=O)Cn1cnc(C(=O)Nc2ccc(C)c(C)c2)n1,-6,0.0,-3,4,-2,-1,0.3,2
Brc1ccc2nc(-c3ccc(CN4CCC(c5nc6ccccc6[nH]5)CC4)cc3)c(-c3ccccc3)nc2c1,x,-0.3,-18,17,x,1,0.1,18
Cc1cccnc1NC(=O)CSc1nnc(COc2ccc(C(C)C)cc2)n1C,x,x,0,-16,x,-7,0.0,7
CS(=O)(=O)N(CC(=O)N1CCCC1)c1cccc(F)c1,-9,x,-7,3,-21,1,0.0,-1
Cc1ccc(NC(=O)C2CCCN(c3ncccn3)C2)c(C)c1 (stereo not given),51*,0.1,-2,-4,4,-26,0.1,-3
O=C(NC(=S)NNC(=O)c1cnccn1)c1ccc(F)cc1,x,3.6,-15,9,x,-4,0.1,-2
COc1ccccc1NC(=O)N1CC[C@H]2[C@@H]1c1cc(-c3ccccc3)ccc1N(C)[C@H]2CO,-3,0.4,58*,-5,17,0,0.0,-12
O=C(c1ccccn1)N1CC2(C1)[C@H](c1ccccc1)[C@H](CO)N2C(=O)C1CCCCC1,x,-0.1,0,6,x,-4,0.1,-8
C=CCNC(=O)C1CCC(=O)N1S(=O)(=O)c1ccc(C)cc1 (stereo not given),2,x,-15,-2,-6,-3,0.0,5
O=C(c1cccc(F)c1)N1CC2(C1)[C@@H](c1ccccc1)[C@H](CO)N2C(=O)C1CCC1,x,0.0,-19,-6,x,13,0.0,-5
C[C@H]1CN([C@@H](C)CO)C(=O)c2cccc(NC(=O)C3CCCCC3)c2O[C@H]1CN(C)C(=O)NC1CCCCC1,-2,0.1,6,-3,-1,1,0.0,x
COc1ccc(N2C[C@@]3(O)CC[C@@H](O)[C@@H](OC)[C@@H]3[C@@]2(C)[C@H](O)CC=C(C)C)cc1,x,-0.2,-16,0,x,-2,0.0,5
O=C(C[C@@H]1CC[C@H]2[C@@H](COC[C@@H](O)CN2CC2CCOCC2)O1)NCC1CCCCC1,-3,0.1,-4,5,19,5,0.2,0
O=[N+]([O-])c1cc(-c2cnc3ccccc3n2)ccc1Oc1ccc(Cl)cc1,x,x,-1,-36,x,7,0.0,10
COc1ccc2[nH]cc(C3N4CC5(C)CN3CC(C)(C4)C5=O)c2c1 (stereo not given),-12,x,x,x,-7,-12,x,-3
O=C(NN1C(=O)c2ccccc2C1=O)c1ccc2c(c1)C(=O)N(CC1CCCO1)C2=O (stereo not given),10,-0.1,-1,-20,x,-1,-0.2,0
CCCC#Cc1ccc2c(c1)O[C@H](CN(C)C(=O)c1cccnc1)[C@H](C)CN([C@@H](C)CO)S2(=O)=O,1,-0.3,2,-6,0,-6,-1.6,3
C=CCN(Cc1ccccc1)C(=O)[C@H]1N(Cc2ccc(OC)cc2)C(=O)[C@@H]2[C@@H](C(=O)O)C3C=CC21O3 (stereo not given in full),x,x,-8,-1,7,-13,x,x
COc1ccccc1C#Cc1ccc2c(c1)[C@H]1[C@H](CCN1S(=O)(=O)c1ccccc1)[C@@H](CO)N2,x,0.1,26,-19,x,4,0.0,-4
COc1ccc(NC(=O)N2CC(=O)N3[C@H](CO)[C@H](c4ccc(Br)cc4)[C@@H]3C2)cc1,x,1.1,-3,14,x,-4,0.0,1
CC(=O)Nc1ccc(S(=O)(=O)NCCC(=O)Nc2cccc(Cl)c2)cc1,-11,x,-16,1,-3,-8,0.6,-2
O=C1C(CSCc2ccccc2)NC(=S)N1c1ccccc1 (stereo not given),x,-0.2,56*,-2,7,1,0.0,0
CC(Oc1ccc(Br)cc1)C(=O)NCC1(N2CCCCC2)CCCCC1 (stereo not given),-4,0.2,-155,1,-3,-29,0.4,-3
CN(C)c1ccc(C(c2ccc(N(C)C)cc2)C(O)c2ccccc2)cc1 (stereo not given),x,-2.4,-13,6,x,-2,0.1,1
Cc1cc(C)c(S(C)(=O)=O)c(Oc2cccc(C(F)(F)F)c2)n1,x,3.6,-3,-26,x,2,0.0,0
C[C@@H]1CN([C@H](C)CO)C(=O)c2cc(NC(=O)Nc3ccc(C(F)(F)F)cc3)ccc2O[C@H]1CN(C)Cc1ccncc1,-5,x,-1,3,2,2,0.1,x
CCCCn1c(SCC(=O)Nc2oc(C)c3c(C)n[nH]c(=O)c23)nc2cc(S(N)(=O)=O)ccc21,3,1.7,-5,6,-11,-22,0.0,2
C[C@@H](NC(=O)C[C@H]1CC[C@H](NC(=O)C2CCC2)[C@@H](CO)O1)c1ccccc1,-7,0.0,-3,0,-5,6,0.4,x
Cc1cc(F)ccc1S(=O)(=O)Nc1ccc(C(=O)N2CCCCC2)cc1,1,-0.2,-6,6,-1,-4,0.0,5
CC(=O)c1ccc(S(=O)(=O)N2CCN(C(=O)CN3C(=O)NC4(CCCC4)C3=O)CC2)cc1,-4,1.6,-4,-8,-3,3,-0.1,-2
COc1cccc(CN2CCC3(CC2)CN(C(=O)C2CC2)[C@@H](CO)c2[nH]c4cc(OC)ccc4c23)c1,x,-0.2,7,-3,x,-10,0.3,x
O=C(NNC(=O)c1cccc2ccccc12)c1ccccc1O,8,1.0,-4,-3,8,-4,0.9,x
CCN(CC(=O)NCc1cccs1)C(=O)c1ccc(S(=O)(=O)Nc2ccccc2Cl)cc1,-5,x,-10,6,x,-5,0.1,5
CC1=CN2C(=N)/C(=C/c3ccc(Sc4ccc(Cl)cc4)o3)C(=O)N=C2S1,x,-0.3,-65,3,x,9,-0.1,-3
CC(C)c1ccc(NC2CCCN(C(=O)c3ccnc(Cl)c3)C2)cc1 (stereo not given),-4,x,0,0,6,9,0.0,24
Cc1ccc(-c2ccc([C@H]3[C@@H](CO)N4C(=O)CN(C(=O)c5ccncc5)C[C@@H]34)cc2)cc1,x,0.0,3,-22,x,-1,0.1,x
Cc1ccc([N+](=O)[O-])cc1NC1OC(CO)C(O)C1O (stereo not given),-2,x,-5,0,0,-16,x,1

# Screening results deposited in PubChem by Broad Institute.
